K1F lysis inhibition = inhibition of K1F phage lysis, E. coli UTI89, bacterial capsule biogenesis inhibitors, alamar blue (AID 488966); E. coli UTI89 K1F phage lysis, alamar blue, 2 h; higher % means a stronger effect; inhibition, % at 100 µM; hits with a dose series show IC50 in µM; 0.02% of 340,000 active;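 active = phage lysis inhibition, versus mean bacterial control, above a set limit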;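 also: capsule biogenesis inhibitors block K1F phage lysis so surviving cells raise fluorescence; higher fluorescence means more inhibition of phage lysis; actives were called in the ten point dose series up to 300 µM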
Starred values were filed as active, the others as inactive; [ ] = dose if it differs, or a comment.

Sample of the layout, 6 compounds:
structure	K1F lysis inhibition
COc1cc(C2c3c(oc4c(C)cc(C)cc4c3=O)C(=O)N2Cc2cccnc2)ccc1O (stereo not given)	-0.3%
Cc1ccc(-c2cn(CCC(=O)O)c(-c3ccc(Cl)nc3)n2)cc1	-6.6%
Cc1ccc(NC(=O)CN(C)C(=O)c2ccc(NC(=O)CC3SC(N4CCCC4)=NC3=O)cc2)cc1 (stereo not given)	1.1%[50 µM]
CN(C)N1C(=O)CC(C)(c2ccc([N+](=O)[O-])cc2)C1=O (stereo not given)	0.1%
COc1ccc(NC(=O)CCC(=O)c2ccc(F)cc2)cc1	-0.9%
Cc1ccc2nc(-c3ccccc3)cc(C(=O)N3CCN(c4ccccc4O)CC3)c2c1	-0.6%[50 µM]

The listing, previewed entries included:
structure	K1F lysis inhibition
COc1cc(C2c3c(oc4c(C)cc(C)cc4c3=O)C(=O)N2Cc2cccnc2)ccc1O (stereo not given)	-0.3%
Cc1ccc(-c2cn(CCC(=O)O)c(-c3ccc(Cl)nc3)n2)cc1	-6.6%
Cc1ccc(NC(=O)CN(C)C(=O)c2ccc(NC(=O)CC3SC(N4CCCC4)=NC3=O)cc2)cc1 (stereo not given)	1.1%[50 µM]
CN(C)N1C(=O)CC(C)(c2ccc([N+](=O)[O-])cc2)C1=O (stereo not given)	0.1%
COc1ccc(NC(=O)CCC(=O)c2ccc(F)cc2)cc1	-0.9%
Cc1ccc2nc(-c3ccccc3)cc(C(=O)N3CCN(c4ccccc4O)CC3)c2c1	-0.6%[50 µM]
COC(=O)C1=C[C@@H](C(=O)OC)C2C3=C(C(=O)C24CCCCC4)[C@H](C)n2c(=O)n(-c4ccccc4)c(=O)n2[C@@H]3C1 (stereo not given in full)	0.5%
COc1cc(C2c3[nH]c4ccccc4c3CC3COC(=O)N32)cc(OC)c1O (stereo not given)	3.2%
CN(CC(=O)Nc1ccc(F)cc1)C(=O)COC(=O)Cc1cccs1	0.3%[50 µM]
CCOC(=O)c1c(NC(=O)COC(=O)CCNS(=O)(=O)c2ccccc2)sc(C(=O)N(C)C)c1C	0.3%[50 µM]
CSc1ccc(S(=O)(=O)NCC(=O)OC2CCOC2=O)cc1[N+](=O)[O-] (stereo not given)	1.1%[50 µM]
COc1ccc(CN2CCN(C(=O)CCC(=O)c3ccc(C)s3)CC2)cc1OC	0.6%[50 µM]

structure	K1F lysis inhibition
CC(C)c1ccc(S(=O)(=O)N2CCN(C(C)C(=O)NC3CCCC3)CC2)cc1 (stereo not given)	-0.5%
Cc1ccc(NC(=O)COC(=O)CCNS(=O)(=O)c2c(Cl)cccc2Cl)cc1	-1.6%
CCc1ccc(C(=O)CCC(=O)Nc2ccc(OC)c(S(=O)(=O)N3CCCCC3)c2)cc1	-0.5%[50 µM]
CCNc1nc(NCC)n2c(SCC(=O)Nc3cccc(Cl)c3)nnc2n1	3.9%[50 µM]
COc1cc(C(=O)COC(=O)c2ccco2)cc(OC)c1OC	0.5%
COc1ccc(/C=C/C(=O)OCC(=O)Nc2ccc3c(c2)OCO3)cc1	0.8%[50 µM]
Cc1cccc(C(=O)NC(C(=O)Nc2cccc(S(=O)(=O)N3CCCC3)c2)C(C)C)c1 (stereo not given)	0.4%[50 µM]
COCCCn1c(SCC(=O)N2CCc3ccccc32)nnc1-c1ccoc1C	0.9%
CC1CCc2sc(C(=O)NC3CCCCC3)cc2C1 (stereo not given)	2.2%[50 µM]
CCCN(C(=O)c1cc(S(=O)(=O)N2CCCCCC2)ccc1OC)C1CCS(=O)(=O)C1 (stereo not given)	0.2%[50 µM]
CCOc1ccc2oc(C(=O)Nc3nccs3)c(C)c2c1	0.8%[50 µM]
CC(C)Oc1ccc(S(=O)(=O)N2CCOCC2)cc1NC(=O)c1nn(C)c(=O)c2ccccc12	0.3%[50 µM]

structure	K1F lysis inhibition
Cc1ccc(CNC(=O)c2ccc(N3CCC4(CC3)CC(c3cccc(Br)c3)=NO4)c(NC(=O)c3ccco3)c2)cc1	0.5%
CC1CCC2(CC1)NC(=O)N(CC(=O)NCc1ccc(F)cc1)C2=O (stereo not given)	0.6%[50 µM]
CCC(C)NS(=O)(=O)c1ccc(NC(=O)CNCc2cccs2)cc1 (stereo not given)	0.0%
Cc1c(NC(=O)CSC(=S)N2CCCC2)c(=O)n(-c2ccccc2)n1C	1.0%[50 µM]
CC[C@@]1(C(=O)OC)N[C@H](CN(C)C(=O)c2ccc(F)cc2)[C@@H]2C(=O)N(Cc3ccccc3)C(=O)[C@@H]21	-0.3%
Cc1ccc(C)c(S(=O)(=O)Nc2ccc(S(=O)(=O)Nc3ncccn3)cc2)c1	1.1%[50 µM]
Cc1cc(C(=O)OCC(=O)Nc2c(Cl)cccc2Cl)c(C)o1	-1.2%
Cc1csc2nc(CNS(=O)(=O)c3cccnc3)cn12	1.8%
CN(Cc1c(F)cccc1Cl)C(=O)c1ccc(NC(=O)CC2SC(N3CCCC3)=NC2=O)cc1 (stereo not given)	1.1%[50 µM]
CC(N=C1NS(=O)(=O)c2ccccc21)C(=O)OCC(=O)N(C)C1CCS(=O)(=O)C1 (stereo not given)	0.6%[50 µM]
CN(C)c1ccc(C=C2C=CC=C2)cc1	0.3%
C=CCc1cc(C=Nc2ccc(N3CCOCC3)cc2)cc(OCC)c1O	-0.1%

structure	K1F lysis inhibition
CC(C)Nc1ncnc2[nH]ncc12	0.0%
CCC(C)N(C(=O)COc1ccc(Br)cc1C=O)C1CCS(=O)(=O)C1 (stereo not given)	1.7%[50 µM]
Cc1cc(=O)oc2cc(OCC(=O)N3CCCC3)c(Cl)cc12	0.8%[50 µM]
Cc1ccc(S(=O)(=O)N2CCCCC2)cc1NC(=O)COc1ccccc1	3.9%
CSc1ccccc1NC(=O)COC(=O)CCC(=O)c1ccc(F)cc1	-1.9%
Cc1cccc(OCC(=O)N(Cc2nnc(-c3ccccc3Cl)o2)C2CC2)c1	-0.5%[50 µM]
O=C(OCC(=O)N1N=C(c2ccc(Cl)cc2)CC1c1ccco1)c1cccnc1 (stereo not given)	-1.4%[50 µM]
O=C1C2CCCCN2C(=O)N1CCCN1CCN(c2cccc(C(F)(F)F)c2)CC1 (stereo not given)	1.2%
Nc1c(N(Cc2ccccc2)C(=O)COc2ccc(F)cc2Cl)c(=O)[nH]c(=O)n1Cc1ccccc1	0.2%[50 µM]
Cc1ccc(C(=O)OCC(=O)NNC(=O)c2cccs2)c(O)c1	1.7%[50 µM]
O=C(NCCC1=CCCCC1)c1cc(S(=O)(=O)N2CCCCC2)ccc1Cl	0.8%[50 µM]
COCOc1ccc(C=O)c(OCOC)c1	1.4%

structure	K1F lysis inhibition
Cc1cc(C)cc(C(=O)N2CCCCC2)c1	0.3%
Cc1ccc(NC(=O)C(C)SCC(=O)Nc2ccc(F)cc2)cc1S(=O)(=O)N1CCOCC1 (stereo not given)	0.2%[50 µM]
CC(C)c1ccc(/C=C/C(=O)NCCCN2CCOCC2)cc1	0.1%[50 µM]
COc1ccc(CNC(=O)CN2CCC(NC(=O)c3cccc(OC)c3)CC2)cc1	-0.9%
CC(C)CCNC(=O)C(=O)Nc1ccc2c(c1)N(S(=O)(=O)c1cccs1)CCC2	0.6%[50 µM]
CN(C)CCCNC(=O)CC1C[C@H](C(=O)N2CCCCC2)[C@@]2(CCc3ccccc3)c3[nH]c4ccccc4c3CCN2C1=O (stereo not given in full)	0.1%
O=C(/C=C/c1ccccc1)Nc1cccc(C(=O)N2CCCCC2)c1	0.0%
CN(C(=O)c1ccc(NC(=O)Cc2ccc(NC(=O)C3CCN(C(=O)c4ccccc4)CC3)cc2)cc1)C1CCCC1	0.2%
CCOC(=O)C1CCN(C(=O)CN2C(=O)c3ccccc3S2(=O)=O)CC1	0.4%[50 µM]
Cc1c(NC(=O)c2cccc(NC(=O)COc3ccccc3)c2)c(=O)n(-c2ccccc2)n1C	1.3%[50 µM]
CCCOc1ccc(C(=O)NNC(=O)CCNC(=O)c2ccccc2Cl)cc1OC	0.1%[50 µM]
OCc1ccnc2oc3ccccc3c12	1.0%

structure	K1F lysis inhibition
O=C(COC(=O)CCNS(=O)(=O)c1ccc(Cl)cc1)Nc1ccccc1OC(F)F	0.9%[50 µM]
CCN(CC(=O)NCc1ccc(F)cc1)CC(=O)Nc1cc(S(=O)(=O)N(C)C)ccc1C	0.4%[50 µM]
CC(=O)c1c[nH]c(C(=O)Nc2ccc(N3CCCCCC3)cc2)c1	0.4%[50 µM]
CC(Oc1ccccc1F)C(=O)NNC(=O)CC(C)c1ccccc1 (stereo not given)	1.3%[50 µM]
Cc1ccc(C(=O)Nc2ncccc2C)cc1S(=O)(=O)N1CCOCC1	0.6%[50 µM]
CCCCn1c(N)c(N(CC(C)C)C(=O)CN2C(=O)NC3(CC(C)CC(C)(C)C3)C2=O)c(=O)[nH]c1=O (stereo not given)	0.2%[50 µM]
C=C1CCN([C@@H](Cc2ccccc2)C(=O)N2CCOCC2)S(=O)(=O)c2ccccc21	1.3%
COc1cc(/C=C/C(=O)OCC(=O)N2CCCc3ccccc32)ccc1OC(F)F	0.4%[50 µM]
N#CCC(=O)Nc1ccc(C(=O)OC(C(=O)Nc2cc(C(F)(F)F)ccc2Cl)c2ccccc2)cc1 (stereo not given)	0.4%[50 µM]
CCN(c1ccccc1)S(=O)(=O)c1cc(NC(=O)CN2CCN(C)CC2)ccc1Cl	-1.4%
COc1ccc(CNC(=O)CCC(=O)c2ccccc2)cc1	0.7%[50 µM]
COc1ccc(NC(=O)CSc2nnc3ccc(-c4cccnc4)nn23)cc1	0.8%[50 µM]

Two consecutive entries from above, for reference:
structure	K1F lysis inhibition
COc1ccc(CNC(=O)CCC(=O)c2ccccc2)cc1	0.7%[50 µM]
COc1ccc(NC(=O)CSc2nnc3ccc(-c4cccnc4)nn23)cc1	0.8%[50 µM]

Next records:
structure	K1F lysis inhibition
N#CC1C(=O)NC(=O)C(C#N)C12CCCC(C(F)(F)F)C2 (stereo not given)	2.2%
CC(=O)c1ccc(N2CCN(C(=O)C3CCN(C(=O)Nc4ccccc4)CC3)CC2)cc1	-0.6%
CCCCn1c(N)c(N(CC(C)C)C(=O)c2cc(=O)[nH]c3ccccc23)c(=O)[nH]c1=O	0.6%[50 µM]
COc1ccc(OCC(=O)OCC(=O)c2ccc(OC)c(F)c2)cc1	0.7%[50 µM]
COC(=O)c1ccc(NC(=O)C2CCN(C(=O)Nc3ccccc3)CC2)cc1	0.4%[50 µM]
O=C(CN1C(=O)NC2(CCCCC2)C1=O)Nc1ccc2c(c1)OCCCO2	0.9%[50 µM]
COC(=O)c1c(NC(=O)COC(=O)C2CCC2)sc(C)c1C	0.4%[50 µM]
CCN(CC)C(=O)[C@H]1CC(CC(=O)NCC23CC4CC(CC(C4)C2)C3)C(=O)N2CCc3c([nH]c4ccccc34)[C@]12C (stereo not given in full)	0.1%
COc1ccc(CCNC(=O)c2ccc(NC(=O)CC3SC(N4CCCCC4)=NC3=O)cc2)cc1 (stereo not given)	0.1%[50 µM]
COC(=O)C1CC2=C(CCC2=O)N(c2ccccc2)C1=O (stereo not given)	0.1%
CCc1noc(C)c1C(=O)N1CCN(S(=O)(=O)c2ccc(Cl)s2)CC1	1.2%[50 µM]
CC12CCC=CC1=C(C=O)C1C2CCC2(C)C(O)CCC12 (stereo not given)	-1.5%

structure	K1F lysis inhibition
N#Cc1ccc(CN2CCN(C(=O)c3cc(C4CC4)nn3-c3ccccc3)CC2)cc1	0.8%[50 µM]
COC(=O)C(C)(N)Cc1ccc(O)cc1 (stereo not given)	0.4%
Cc1ccc(CN2CCN(c3ccccc3Cl)CC2)o1	-1.3%
NC(=O)C1CCN(C(=O)c2ccc(NS(=O)(=O)c3ccc(Br)s3)cc2)CC1	0.7%[50 µM]
Cc1cc(NC(=O)NC(=O)c2ccccc2NC(=O)CN)ccc1Oc1ncc(Br)cn1	1.2%
O=C1c2ccccc2NC(c2ccc(-c3cccc(F)c3)o2)N1O (stereo not given)	1.3%
COc1ccc(CN2C(=O)C(Cc3ccccc3)Nc3ncnc(N4CCCCC4)c32)cc1 (stereo not given)	2.8%
Cc1ccccc1-c1cc(C(=O)NCc2ccc3c(c2)OCO3)nn1CC1CC(c2cccc([N+](=O)[O-])c2)=NO1 (stereo not given)	-0.2%
O=C(Nc1ncn[nH]1)c1cccc(F)c1	-0.3%
COc1ccc(N2CCN(S(=O)(=O)CCNC(=O)c3cccs3)CC2)cc1	0.5%[50 µM]
O=S(=O)(Nc1ccccc1F)c1ccc(Cl)nc1	0.5%[50 µM]
Cc1cccc(NC(=O)C(C)Oc2ccc(C)nc2[N+](=O)[O-])c1 (stereo not given)	0.9%[50 µM]

structure	K1F lysis inhibition
Cc1ccc(C)c(C(=O)CN2C(=O)NC3(CCCCCC3)C2=O)c1	0.8%[50 µM]
CN(C)S(=O)(=O)c1ccc(N2CCCC2)c(C(=O)NNC(=O)c2ccccc2)c1	0.3%[50 µM]
COc1ccc(CN(C)C(=O)Cn2ccc(NC(=O)OCc3ccccc3)nc2=O)cc1OC	0.2%
CC12CCC(C(S(=O)(=O)Nc3ccccc3)C1=O)C2(C)C (stereo not given)	0.8%
CCc1ccc(C(=O)OCC(=O)N(CC)c2c(N)n(Cc3ccccc3)c(=O)[nH]c2=O)cc1	0.9%[50 µM]
CN(CC(=O)NCCc1ccc(S(N)(=O)=O)cc1)CC(=O)Nc1ccc(F)c(F)c1F	-1.4%
COc1ccc(N2CC(C(=O)N(CC(C)C)c3c(N)n(Cc4ccccc4)c(=O)[nH]c3=O)CC2=O)c(OC)c1 (stereo not given)	0.7%[50 µM]
Cc1cc2occ(CC(=O)N(CCC(C)C)c3c(N)n(Cc4ccccc4)c(=O)[nH]c3=O)c2cc1C	-0.1%[50 µM]
O=C(CCc1c[nH]c2ccccc12)NN1C(=O)NC2(CCCCC2)C1=O	-0.5%

High-throughput results as filed in PubChem BioAssay.

These rows are one share of the data. The share of hits here may be higher or lower than overall.
